Screening results (PubChem)
mIAP inh: blocks mouse intestinal alkaline phosphatase. inhibition, % at 10 µM. 330,000 compounds, 0.2% hits. purified mouse IAP, CDP-Star luminescence, 30 min;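 active = inhibition of at least 40% at 10 µM in the primary screen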;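 also: plate controls were DMSO with enzyme for no effect and no enzyme wells for full effect; values of inactives mirror those of a sister screen read the other way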
hIAP block: human IAP inhibition. purified IAP, CDP-Star luminescence, 30 min. 330,000 compounds, 0.12% hits. inhibition, % at 10 µM. P09923;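 active = inhibition reaching a set limit with compound at 10 µM in the primary screen, cut at about 35% in these data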;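 also: plate controls were DMSO wells with enzyme for no effect and no-enzyme buffer wells for full effect; values of inactives mirror those of a sister screen read the other way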
ATG4B inhibitor: inhibitors of human ATG4B cysteine protease; Q9Y4P1; inhibition, % at 8.33 µM; ATG4B cleavage of LC3-PLA2, NBD-HPC fluorescence, 1 h; 340,000 compounds, 0.51% hits; in the data active = inhibition above about 40%
APOBEC3A inh: human APOBEC3A DNA deaminase inhibition; AID 493011; recombinant A3A, FAM/TAMRA ssDNA deamination fluorescence; inhibition, % at 20 µM; 330,000 compounds, 0.41% hits; P31941;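 active = at least 40% inhibition at 20 µM here, with at most 30% in a related deaminase screen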;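 also: plate controls were A3A with DMSO for no effect and wells lacking A3A enzyme for full effect; some results filed as inactive read as strong as hits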
Target sequence (P31941 whole entry, looked up): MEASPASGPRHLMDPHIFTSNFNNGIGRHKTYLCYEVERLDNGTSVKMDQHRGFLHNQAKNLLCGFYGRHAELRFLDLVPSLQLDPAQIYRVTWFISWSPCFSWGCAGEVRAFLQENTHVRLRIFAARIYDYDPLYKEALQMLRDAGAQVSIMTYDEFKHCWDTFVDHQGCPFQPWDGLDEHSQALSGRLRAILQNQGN
PfG6PD inh: PfG6PD (Plasmodium falciparum) enzyme inhibition; PfGluPho enzyme, NADPH resazurin-diaphorase fluorescence; inhibition, % at 20 µM; 350,000 compounds, 0.78% hits;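 active = inhibition reaching at least a set limit at 20 µM in the primary screen, cut at about 59% in these data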;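 also: 0% = DMSO wells with substrate and 100% = DMSO wells lacking glucose-6-phosphate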
mIAP act: mouse IAP activation | muIAP, CDP-Star luminescence, 30 min; hits give high values; 1 = vehicle-only enzyme signal, 0 = enzyme-free wells | activation factor at 10 µM | 330,000 compounds, 0.24% hits | AID 2805;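 active = activation factor of at least 2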; also: the source names both 10 and 20 µM as test concentration; values of inactives mirror those of a sister screen read the other way
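Assay system: mouse IAP enzyme; Reagent: CDP-Star chemiluminescent phosphatase substrate; Compound: DMSO-dissolved test compounds; Incubation: 30 min, room temperature; Technique: luminescence from enzymatic CDP-Star hydrolysis; Controls: DMSO-only wells and no-enzyme negative control.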
hIAP activ: increases human intestinal alkaline phosphatase activity. P09923. purified human IAP, CDP-Star luminescence, 30 min; hits give high values; 1 = vehicle-only enzyme, 0 = enzyme-free background. activation factor at 10 µM. 330,000 compounds, 0.16% hits;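 active = activation factor of the enzyme at least 2-fold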; also: the source names both 10 and 20 µM as test concentration; values of inactives mirror those of a sister screen read the other way
HKDC1 inhibitor: blocks human hexokinase HKDC1 activity. recombinant HKDC1, G6PDH/diaphorase resazurin coupled fluorescence. inhibition, % at 20 µM. 340,000 compounds, 0.16% hits. Q2TB90;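 active = inhibition above about 35% when tested at 20 µM, limit read from the data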;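 also: plate controls were DMSO wells with enzyme for no effect and DMSO wells lacking enzyme for full effect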
Target sequence (Q2TB90 whole entry, looked up): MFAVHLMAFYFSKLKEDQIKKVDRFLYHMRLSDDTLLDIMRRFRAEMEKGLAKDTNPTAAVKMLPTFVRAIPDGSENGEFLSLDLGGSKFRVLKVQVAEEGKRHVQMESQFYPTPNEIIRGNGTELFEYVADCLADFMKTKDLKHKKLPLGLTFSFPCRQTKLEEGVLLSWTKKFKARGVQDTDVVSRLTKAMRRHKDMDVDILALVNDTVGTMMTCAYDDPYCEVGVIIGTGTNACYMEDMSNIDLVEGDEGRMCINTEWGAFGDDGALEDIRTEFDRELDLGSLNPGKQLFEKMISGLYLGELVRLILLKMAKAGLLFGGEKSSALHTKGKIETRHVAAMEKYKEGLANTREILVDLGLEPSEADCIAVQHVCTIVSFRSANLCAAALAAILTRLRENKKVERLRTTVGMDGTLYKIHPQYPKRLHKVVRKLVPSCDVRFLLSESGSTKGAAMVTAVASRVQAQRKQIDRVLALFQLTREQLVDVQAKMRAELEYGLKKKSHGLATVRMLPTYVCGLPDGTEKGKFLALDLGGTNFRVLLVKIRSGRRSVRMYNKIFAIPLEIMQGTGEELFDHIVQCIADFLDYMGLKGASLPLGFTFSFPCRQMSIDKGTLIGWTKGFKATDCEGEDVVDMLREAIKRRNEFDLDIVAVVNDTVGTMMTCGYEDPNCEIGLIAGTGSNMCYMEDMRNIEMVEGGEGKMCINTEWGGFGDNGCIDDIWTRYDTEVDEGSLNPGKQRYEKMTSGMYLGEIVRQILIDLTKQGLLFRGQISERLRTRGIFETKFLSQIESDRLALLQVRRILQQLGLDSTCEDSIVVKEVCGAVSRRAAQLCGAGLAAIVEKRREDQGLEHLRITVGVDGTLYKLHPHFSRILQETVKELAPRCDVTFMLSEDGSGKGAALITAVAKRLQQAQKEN
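Test system: recombinant HKDC1 (HK5) hexokinase enzyme, produced in-house; Amount: enzyme 5 µg/mL final; Buffer or medium: Tris pH 8.0 buffer with MgCl2, Tween-20, BSA, BME; Reagent: glucose and ATP substrates; Doses: 20 µM test compound, 1% DMSO; Incubation: 90 min reaction incubation at room temperature, dark; Detection: resorufin fluorescence at 613 nm.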
An asterisk follows results filed as active; · = not tested or not shown.

entry	mIAP inh	hIAP block	ATG4B inhibitor	APOBEC3A inh	PfG6PD inh	mIAP act	hIAP activ	HKDC1 inhibitor	Molecule
1	2	1	-9	-3	-5	0.98	0.99	-6	CN(C)S(=O)(=O)c1cccc(NC(=O)COC(=O)c2cccnc2Cl)c1
2	-5	-3	-1	-2	-11	1.1	1	0	COc1ccccc1[N+](=O)[O-]
3	-6	20	-6	-1	15	1.1	0.8	-4	CCCc1cc(=O)n2[nH]c(-c3ccc(OC)cc3)nc2n1
4	6	-12	1	0	12	0.94	1.1	6	Cc1sc2nc(C3CC3)nc(NCCNS(C)(=O)=O)c2c1C
5	-5	-2	-11	-7	0	1	1	-5	COc1cccc(NC(=O)COC(=O)c2ccc(F)cc2F)c1
6	-6	4	-11	-1	-1	1.1	0.95	1	COc1cc(C(=O)c2ccccc2)c([N+](=O)[O-])cc1OC
7	-6	-21	-2	-3	3	1.1	1.2	-2	CCc1cccc(C)c1NC(=O)CN1C(=O)NC(CCc2ccccc2)C1=O (configuration not stated)
8	8	-24	4	-5	-17	0.92	1.2	2	COc1ccc(Cc2noc(CN(C)Cc3cccc(-n4cccn4)c3)n2)cc1OC
9	-6	-6	1	1	-5	1.1	1.1	-5	C[C@@H]1NS(=O)(=O)[C@H]2C[C@@H]3C=C[C@]2(O3)[C@H]1OC(=O)c1ccc(C(C)(C)C)cc1
10	-4	1	-1	-2	5	1	0.99	-2	Cc1cc(=O)[nH]c(Nc2cccc(C(F)(F)F)c2)n1

Along the list, as entered above.
Nos. 1–10 in PfG6PD inh, in turn: -5, -11, 15, 12, 0, -1, 3, -17, -5, 5

An excerpt of these results, screen by screen.
(9) C[C@@H]1NS(=O)(=O)[C@H]2C[C@@H]3C=C[C@]2(O3)[C@H]1OC(=O)c1ccc(C(C)(C)C)cc1
(5) COc1cccc(NC(=O)COC(=O)c2ccc(F)cc2F)c1
(10) Cc1cc(=O)[nH]c(Nc2cccc(C(F)(F)F)c2)n1
(1) CN(C)S(=O)(=O)c1cccc(NC(=O)COC(=O)c2cccnc2Cl)c1
(6) COc1cc(C(=O)c2ccccc2)c([N+](=O)[O-])cc1OC
(3) CCCc1cc(=O)n2[nH]c(-c3ccc(OC)cc3)nc2n1
(2) COc1ccccc1[N+](=O)[O-]
assay / entry,9,5,10,1,6,3,2
mIAP inh,-6,-5,-4,2,-6,-6,-5
hIAP block,-6,-2,1,1,4,20,-3
ATG4B inhibitor,1,-11,-1,-9,-11,-6,-1
APOBEC3A inh,1,-7,-2,-3,-1,-1,-2
PfG6PD inh,-5,0,5,-5,-1,15,-11
mIAP act,1.1,1,1,0.98,1.1,1.1,1.1
hIAP activ,1.1,1,0.99,0.99,0.95,0.8,1
HKDC1 inhibitor,-5,-5,-2,-6,1,-4,0

Further compounds follow.
entry	mIAP inh	hIAP block	ATG4B inhibitor	APOBEC3A inh	PfG6PD inh	mIAP act	hIAP activ	HKDC1 inhibitor	Molecule
11	2	6	-1	0	0	0.98	0.94	8	COc1ccc(CCN(C(=O)COc2ccccc2)c2nc(-c3ccccc3)cs2)cc1OC
12	0	0	-29	-4	5	1	1	-4	C/C=C/c1ccc(OCCCCNCc2ccco2)c(OC)c1
13	2	-3	6	1	-25	0.98	1	-7	CC1CCCCC12NC(=O)N(CC(=O)Nc1ccccc1N1CCOCC1)C2=O (configuration not stated)
14	14	19	-4	3	-2	0.86	0.81	-4	CCOC(=O)c1c(NC(=S)NCc2ccccc2)sc2c1CCN(C(=O)OCC)C2
15	-4	-8	0	3	2	1	1.1	-1	CCCc1nc2c(C)cc(-c3nc4ccccc4n3C)cc2n1Cc1ccc(-c2ccccc2C(=O)O)cc1
16	-3	-6	-16	0	18	1	1.1	8	Cn1nc(-c2ccc(OCC(=O)Nc3ccccc3)cc2)c2ccccc2c1=O
17	1	-8	-4	1	4	0.99	1.1	-10	COCCN1CCN(C(=O)C2CCC(=O)N(Cc3cccc(C(F)(F)F)c3)C2)CC1 (configuration not stated)
18	5	2	-7	6	1	0.95	0.98	8	Cc1cc2[nH]c(=O)c(=O)[nH]c2cc1S(=O)(=O)N1CCC(C)CC1
19	18	-10	0	-7	-5	0.82	1.1	-3	O=C(CN1CCN(S(=O)(=O)c2ccc(F)cc2)CC1)c1ccc(O)c(O)c1
20	-6	-3	-6	4	2	1.1	1	-3	COc1ccc(C2/C=C\CN(C(=O)CC(C)(C)C)CC(=O)N2Cc2ccc(F)cc2)cc1 (configuration not stated)

An excerpt from above, limited to PfG6PD inh, APOBEC3A inh and HKDC1 inhibitor:
entry	SMILES	PfG6PD inh	APOBEC3A inh	HKDC1 inhibitor
12	C/C=C/c1ccc(OCCCCNCc2ccco2)c(OC)c1	5	-4	-4
11	COc1ccc(CCN(C(=O)COc2ccccc2)c2nc(-c3ccccc3)cs2)cc1OC	0	0	8

Next part:
entry	mIAP inh	hIAP block	ATG4B inhibitor	APOBEC3A inh	PfG6PD inh	mIAP act	hIAP activ	HKDC1 inhibitor	Molecule
21	-9	6	-2	-4	4	1.1	0.94	-5	CCCNC(=O)C(Cc1ccc(C(F)(F)P(=O)(OCC)OCC)cc1)NC(=O)c1ccc(C#N)cc1 (configuration not stated)
22	-34	-17	-7	5	14	1.3	1.2	-4	O=C(COC(=O)/C=C/C(=O)N1CCN(c2ccccc2)CC1)NC(c1ccccc1)c1ccccc1
23	3	10	0	-5	9	0.97	0.9	18	Cc1ccc2c(c1)/C(=C/c1ccccc1)C(=O)N2
24	8	2	-1	3	5	0.92	0.98	-9	NC(=O)COC(=O)C12CC3CC(CC(O)(C3)C1)C2
25	15	-2	1	5	1	0.85	1	-5	O=C(C1CCC1)N1CCc2cc(S(=O)(=O)NCc3ccco3)ccc21
26	-3	2	7	3	2	1	0.98	-1	O=C(Nc1ccc(F)cc1)c1ccc2ncsc2c1
27	6	-10	0	6	-1	0.94	1.1	12	CCC(C(=O)Nc1ccccc1C(=O)N1CCOCC1)N1C(=O)c2ccccc2C1=O (configuration not stated)
28	1	-4	-7	-4	-4	0.99	1	-7	CCOC(=O)C(N)CSC1CC(=O)N(c2ccc(OC)cc2)C1=O (configuration not stated)
29	-6	-3	-2	-1	-12	1.1	1	-7	COCCCNc1nc2c(c(=O)[nH]c(=O)n2C)n1CC(O)COc1cccc(C)c1 (configuration not stated)
30	-1	20	-9	0	-3	1	0.8	-3	N#CC(c1ccccc1)N(CCCCl)C(=O)c1ccccc1 (configuration not stated)
31	5	20	-3	-3	8	0.95	0.8	-7	Cc1ccccc1NC(=O)Cc1nnc(SCC(=O)N2CCOCC2)n1C
32	-5	2	-6	1	14	1	0.98	-4	COc1ccc(NC(=O)c2ccc(NC(=O)c3nc4nccc(C)n4n3)cc2)cc1
33	-4	-17	-3	-2	-8	1	1.2	-5	COC(=O)c1ccccc1S(=O)(=O)NC(=O)c1ccccc1
34	-3	8	2	-2	4	1	0.92	15	O=C1c2cc(F)ccc2-n2c1nc1ccccc1c2=O
35	-22	-7	5	3	-12	1.2	1.1	1	O=C(COC(=O)c1cccnc1)Nc1ccccc1
36	3	8	5	-2	-5	0.97	0.92	0	Cc1ccc(S(=O)(=O)NCCc2cn3nc(C)c(C)nc3n2)cc1C
37	3	9	0	0	-4	0.97	0.91	-10	Cc1nn(C)c(C)c1C1C(C#N)=C(N)OC2=C1C(=O)CC(C)(C)C2 (configuration not stated)
38	-13	5	5	5	-12	1.1	0.95	-5	O=C(NCCCCC(NC(=O)C1CCCCC1)C(=O)O)c1ccccc1 (configuration not stated)
39	9	-6	-3	1	-2	0.91	1.1	4	CCCn1nc(C(=O)Nc2ccc3c(c2)OCCO3)c2ccccc2c1=O
40	-7	-14	10	-2	-8	1.1	1.1	-1	O=S(=O)(c1ccc2c(c1)CCCN2)N1CCCC2CCCCC21 (configuration not stated)
41	-2	0	2	-1	-20	1	1	2	OCc1nc2ccccc2n1Cc1ccc(Cl)cc1
42	10	1	3	15	12	0.9	0.99	-5	Cn1c(NN)nc2sc3c(c2c1=O)CCC3
43	6	-8	-13	1	-3	0.94	1.1	-9	O=C(CCSCCc1ccccn1)Nc1ccc(Cc2ccncc2)cc1
44	-7	3	3	2	-29	1.1	0.97	0	COc1ccc2c(CC(=O)N[C@@H](Cc3ccccc3)C(=O)O)cc(=O)oc2c1C
45	-3	3	-9	0	-3	1	0.97	-4	CCN(c1ccccc1C)S(=O)(=O)c1cc2c3c(c1)CCN3C(=O)CC2
46	-8	10	-6	-4	3	1.1	0.9	1	COc1cccc(NC(=S)N2CCC(c3ccc(C)cc3)C2)c1 (configuration not stated)
47	8	3	-1	-1	-8	0.92	0.97	8	CCCC(NC(=O)COc1cc2c(c3oc(=O)cc(C)c13)CCC(C)(C)O2)C(=O)O (configuration not stated)
48	16	-6	0	-1	-16	0.84	1.1	2	CCOc1ccc(NC(=O)CSc2nnc(Cc3ccccc3)c(=O)n2N)cc1
49	3	11	-15	-7	-34	0.97	0.89	-16	CCOC(=O)c1c(NC(=O)c2ccc(S(=O)(=O)N3CCOCC3)cc2)sc2c1CCN(C)C2
50	-7	-22	-5	2	3	1.1	1.2	-7	Cc1ccc(S(=O)(=O)NC(C)C(c2cccs2)N2CCN(C)CC2)cc1 (configuration not stated)

Whole records, quoted from the list. Order of screens: mIAP inh, hIAP block, ATG4B inhibitor, APOBEC3A inh, PfG6PD inh, mIAP act, hIAP activ, HKDC1 inhibitor
`COc1ccc2c(CC(=O)N[C@@H](Cc3ccccc3)C(=O)O)cc(=O)oc2c1C` across the screens: -7, 3, 3, 2, -29, 1.1, 0.97, 0
`CCCC(NC(=O)COc1cc2c(c3oc(=O)cc(C)c13)CCC(C)(C)O2)C(=O)O` (configuration not stated) across the screens: 8, 3, -1, -1, -8, 0.92, 0.97, 8

Following part
entry	mIAP inh	hIAP block	ATG4B inhibitor	APOBEC3A inh	PfG6PD inh	mIAP act	hIAP activ	HKDC1 inhibitor	Molecule
51	13	-1	-6	-2	16	0.87	1	4	CCOC(=O)c1c(/N=C/N(C)C)sc(/C=N/Nc2ccccc2)c1-c1ccccc1
52	19	14	-12	-2	1	0.81	0.86	-6	COc1cc(/C=N/Nc2ccc([N+](=O)[O-])cc2S(=O)(=O)N2CCOCC2)cc(OC)c1OC
53	13	17	1	-2	5	0.87	0.83	10	CCOc1ncccc1C(=O)OCc1ccc(Cl)cc1
54	-4	-14	-17	-1	-5	1	1.1	-7	CN(CCCOc1ccccc1Br)Cc1ccccc1
55	-3	-5	·	5	·	1	1.1	·	Cc1nn2c(=O)nc3sc4c(c3c2[nH]c1=O)CCCC4
56	7	-51	8	3	-14	0.93	1.5	0	CC(=O)NC(=S)NNC(=O)c1ccc(Br)cc1
57	0	-4	-6	-1	-11	1	1	-7	COc1ccc(C(=O)NC2CCN(CC(=O)NCc3cccc(OC)c3)CC2)cc1
58	8	-19	0	2	12	0.92	1.2	-1	O=C(CCS(=O)(=O)c1ccccc1)NNC(=O)CSc1ccccc1F
59	9	-4	-2	-3	-15	0.91	1	-7	Cn1c(NCC2CCCO2)nc2c1c(=O)n(Cc1ccccc1)c(=O)n2C (configuration not stated)
60	-8	4	-4	-4	-2	1.1	0.96	-5	COc1ccc(C(=O)NCCS(=O)(=O)N(C)Cc2ccccc2)cc1
61	5	8	18	-2	35	0.95	0.93	-5	COC(=O)CN1C(c2ccc(Cl)cc2)=Nc2ccc(Cl)cc2C1c1ccccc1 (configuration not stated)
62	-4	-16	5	-5	-4	1	1.2	0	O=C(Nc1ccccc1)C1CCN(C(=O)c2ccccc2)CC1
63	-1	-21	1	1	-10	1	1.2	-2	CCOc1ccc(CCNC(=O)COC(=O)c2cccs2)cc1OCC
